Bioassay records: PubChem, several laboratories
Ba/F3 V617F tox: loss of viability in JAK2V617F-driven Ba/F3 cells; Ba/F3 EpoR-JAK2V617F viability, ATP luminescence; inhibition, % at 5.6 µM; actives 1.1% (n = 220,000); AID 1446;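 active = inhibition above the campaign mean plus 3 SD over all tested compounds, cut at about 24% in these data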;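 also: cytokine-independent growth of Ba/F3 cells driven by EpoR plus mutant JAK2; 0% = DMSO-treated cells and 100% = JAK inhibitor I control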
Furin inh: inhibitors of human furin | actives 0.061% (n = 220,000) | inhibition, % at 30 µM | AID 463115 | purified furin, fluorogenic substrate cleavage | P09958; in the data active = inhibition above about 25%; also: inactives centre near -15
BaF3 parental: reduces parental Ba/F3 cell viability, JAK2V617F counter-screen. CellTiter-Glo ATP luminescence. actives 1.1% (n = 220,000). AID 1486. inhibition, % at 5.6 µM;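 active = inhibition above a per-campaign cutoff, the mean inhibition of all tested compounds plus 3 SD, cut at about 27% in these data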;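 also: 0% = DMSO wells and 100% = JAK Inhibitor I control wells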
TbHK1 inh: T. brucei hexokinase 1 inhibition. AID 1430. inhibition, % at 10 µM. recombinant TbHK1, G6PDH-coupled NADH A340. actives 0.11% (n = 220,000);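 active = inhibition of 50% or more in the single-dose primary screen; inactive = inhibition below 50%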
p97 ATPase inh: inhibitors of human p97 ATPase; P55072; recombinant p97 ATPase, Kinase-Glo ATP luminescence, 3 h; inhibition, % at 8 µM; actives 0.42% (n = 220,000); AID 1481; in the data active = inhibition above about 15%;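 also: 0% = DMSO vehicle and 100% = wells lacking enzyme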
PPC-1+TRAIL kill: PPC-1 cancer cell killing with TRAIL present; PPC-1 cells + TRAIL, ATPLite viability luminescence; cell killing (% activity), % at 4 µM; actives 0.41% (n = 220,000); AID 1443;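 active = cell killing above 50% in the first pass at 4 µM, then a duplicate retest at 5 µM averaging 50% or more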;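 also: plate controls were cells with TRAIL plus DMSO for no effect and medium-only wells lacking cells for full effect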
PGE2 EP2 inh: blocks the human prostaglandin E2 receptor EP2. AID 1422. P43116. inhibition, % at 25 µM. C6 glioma cells expressing human EP2, cAMP TR-FRET; cells stimulated with saturating PGE2. actives 0.52% (n = 260,000);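 active = percent inhibition above 40 after rounding to a whole number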;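 also: rat C6 glioma host cells with rolipram phosphodiesterase inhibitor present; the protocol text gives 20 µM as final concentration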
Target sequence (P43116 whole entry, looked up): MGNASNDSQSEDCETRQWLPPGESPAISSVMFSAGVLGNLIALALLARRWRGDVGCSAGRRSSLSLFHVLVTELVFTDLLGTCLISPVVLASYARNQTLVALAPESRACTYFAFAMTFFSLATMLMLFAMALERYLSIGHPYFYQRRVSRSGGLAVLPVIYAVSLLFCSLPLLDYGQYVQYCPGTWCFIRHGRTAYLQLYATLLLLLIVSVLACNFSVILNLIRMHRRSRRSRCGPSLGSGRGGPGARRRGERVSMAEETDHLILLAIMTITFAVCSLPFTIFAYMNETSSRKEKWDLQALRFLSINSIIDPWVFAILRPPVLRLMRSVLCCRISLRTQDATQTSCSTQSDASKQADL
p47phox inh: blocks human p47phox regulatory protein of NADPH oxidases | P14598 | p47phox/p22phox peptide binding, fluorescence polarization, 2 h | inhibition, % at 24.7 µM | actives 0.53% (n = 220,000) | AID 1274;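 active = inhibition above about 30%, limit read from the data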;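 also: 0% = p47phox with labelled peptide and 100% = labelled peptide alone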
Target sequence (P14598 whole entry, looked up): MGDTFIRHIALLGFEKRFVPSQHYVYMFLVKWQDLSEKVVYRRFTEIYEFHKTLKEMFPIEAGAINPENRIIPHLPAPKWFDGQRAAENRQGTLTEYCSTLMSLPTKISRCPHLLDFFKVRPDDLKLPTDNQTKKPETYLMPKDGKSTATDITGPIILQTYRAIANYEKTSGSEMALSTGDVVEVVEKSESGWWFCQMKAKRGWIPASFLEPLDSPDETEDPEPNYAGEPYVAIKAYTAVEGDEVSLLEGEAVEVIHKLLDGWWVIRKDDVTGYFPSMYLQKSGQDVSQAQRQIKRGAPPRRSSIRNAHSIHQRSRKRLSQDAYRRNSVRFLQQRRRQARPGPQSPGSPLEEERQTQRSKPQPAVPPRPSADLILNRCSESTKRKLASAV
RBBP9 inhibitor: inhibitors of human serine hydrolase RBBP9 | O75884 | recombinant RBBP9, FP-Rh probe fluorescence polarization | inhibition, % at 7.94 µM | actives 0.2% (n = 220,000) | AID 1515;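 active = inhibition above the campaign mean of all tested compounds plus 3 SD, cut at about 14% in these data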;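 also: plate controls were DMSO wells with RBBP9 for no effect and wells lacking RBBP9 protein for full effect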
Target sequence (O75884 whole entry, looked up): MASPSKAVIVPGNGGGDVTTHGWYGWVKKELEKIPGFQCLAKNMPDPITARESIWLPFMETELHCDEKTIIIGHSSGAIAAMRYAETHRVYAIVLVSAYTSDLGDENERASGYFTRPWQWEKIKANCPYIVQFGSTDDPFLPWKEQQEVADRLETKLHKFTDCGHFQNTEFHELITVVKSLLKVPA
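Controls: DMSO-treated enzyme wells and wells lacking RBBP9 | Material: RBBP9 protein | Technique: Fluorescence polarization | Replication: Single well per compound, no replicates | Buffer or medium: Tris-NaCl-Pluronic buffer, pH 8.0 | Timing: 30 min compound preincubation, 45 min probe labeling, 25 °C | Read-out basis: Percent inhibition from mP, scaled between DMSO and no-protein wells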
Active calls of the source: *; x = not tested or not shown; & = joins results of further samples; [ ] = another dose, or the depositor's remark. Only part of the results is shown; count on the stated rates, not on these rows.

SMILES	Ba/F3 V617F tox	Furin inh	BaF3 parental	TbHK1 inh	p97 ATPase inh	PPC-1+TRAIL kill	PGE2 EP2 inh	p47phox inh	RBBP9 inhibitor
CN(C)C(=O)OCc1n(C)cc[n+]1C	2	-13	3	-4	1	3	3	-6	3
COc1cc(/C=C2\C(=O)NC(=O)N(CCc3ccc(F)cc3)C2=O)ccc1O	-5	-17	1	-48	10	23	13	-10	-7
CC(=NCCCO)c1c(O)n(Cc2ccccc2)c(=O)[nH]c1=O	3	-6[20 µM]	3	-9	5	25	2	-17	7
C=CCn1c(O)c(C(CC)=NCCc2ccccc2)c(=O)[nH]c1=O	-1	-14[20 µM]	3	-5	0	1	14	-3	-9
CN(C)c1ccc(C(=O)N/N=C/C23CC[C@@H](O)CC2(O)CC[C@@H]2[C@@H]3CCC3(C)C(C4=CC(=O)OC4)CCC23O)cc1 (some centres undefined)	2	-8	-2	-59	1	30	7	-2	2
CC(=NCCO)c1c(O)n(C2CCCCC2)c(=O)[nH]c1=O	-3	-20	2	1	6	2	14	-6	-2
Cc1ccc(C(=O)NC2CC3CCC(C2)N3)cc1 (centres undefined)	0	-18	7	-1	2	6	5	-7	8
C=CCN=C(SCC(=O)c1ccc(Cl)cc1)c1c(O)n(C)c(=O)n(C)c1=O	1	-3	0	-7	-3	2	10	1	-14
COc1ccc(-c2nc(CS(=O)CC(=O)N3CCC4(CC3)OCCO4)c(C)o2)cc1 (centres undefined)	4	-15	2	-2	-6	6	6	6	-7
Cc1ccc(N2C(=O)NC(=O)/C(=C\c3cccn3C(C)(C)C)C2=O)cc1	0	-10	0	-4	6	16	7	-11	3
CCOC(=O)C1(c2ccccc2)CCN(CC(=O)Nc2cccc3ccccc23)CC1	2	-19	4	-9	-4	1	6	-12	5
Cc1ccc(CN2C3CCCC2CC(NC(=S)NCc2ccccc2)C3)cc1 (centres undefined)	3	-31	1	8	1	8	18	x	2
O=C(NC1(C(F)(F)F)Oc2ccc(Cl)cc2O1)N1CCC2(CC1)OCCO2 (centres undefined)	44*	-18[20 µM]	20	0	4	1	8	-3	-1
O=C(Nc1cccc2ccccc12)c1nn(C23CC4CC(CC(C4)C2)C3)cc1Br	1	-9[20 µM]	3	-6	-4	3	15	-12	-10
COc1ccc(-c2nn(CCC#N)cc2C(=O)O)cc1	2	-20	5	-1	2	13	7	3	3
CCOP(=O)(OCC)C(NC(=O)c1cccc2ccccc12)C(Cl)(Cl)Cl (centres undefined)	-2	-16	0	-2	5	7	10	-14	-6
CN(C)CP(=O)(O)CN(C)C=O	1	-7	3	51*	1	14	-7	-3	-5
Cc1ccc(-n2c(O)c(C=NCCCn3ccnc3)c(=O)[nH]c2=O)cc1	0	-16	-6	4	0	3	5	5	2
N=C1c2ccccc2CN1CC(=O)c1ccccc1	13	-15	17	3	-23	31	4	-4	-9
CCN1CCN(c2ncnc3ccc(Br)cc23)CC1	-2	-8[20 µM]	3	-20	0	-6	11	-3	-9
CN1CCC(O)(c2ccc(Cl)cc2)C(C(=O)c2ccc(Cl)cc2)C1 (centres undefined)	2	-15	3	4	-2	1	6	-5	-15
CC(C)NC(=O)c1ccc(N2CC3CC(C2)c2cccc(=O)n2C3)c([N+](=O)[O-])c1 (centres undefined)	-1	-12	2	-4	-2	x	1	-4	-1
CCn1c(C(=O)N2CCC(C(=O)N3CCC4(CC3)OCCO4)CC2)cc2sccc21	2	-27	3	2	-3	14	8	2	2
COc1ccc(N=Cc2c(O)n(Cc3ccccc3)c(=S)[nH]c2=O)c(OC)c1	-2	-19	0	29	-3	-12	8	-131	-8
c1ccc(C2OCCN3CCCCC23)cc1 (centres undefined)	-2	-11	-3	1	3	18	7	-11	-6
C=CCn1c(O)c(C=NCCCOc2ccc(CC)cc2)c(=O)[nH]c1=S	-3	-22[20 µM]	2	2	3	11	11	-277	-1
CNC(=O)Oc1ccc(-c2cn3cc(Cl)ccc3n2)cc1	7	-22	10	-11	-4	55*	6	-5	-9
O=P(O)(Oc1ccccc1)OC(c1ccccc1)C(F)(F)C(F)(F)F (centres undefined)	1	-24	8	-7	2	16	0	5	-2
COc1ccccc1N1CCN(Cc2c(F)cccc2F)CC1	-4	-19[20 µM]	1	-4	-1	0	7	-12	-6
O=C1/C(=C\c2ccc(Cl)c(Cl)c2)N2CCC1CC2	-4	-7	3	-8	8	16	19	-13	1

One compound at a time, as listed above:
Results for N=C1c2ccccc2CN1CC(=O)c1ccccc1 : Ba/F3 V617F tox = 13; Furin inh = -15; BaF3 parental = 17; TbHK1 inh = 3; p97 ATPase inh = -23; PPC-1+TRAIL kill = 31; PGE2 EP2 inh = 4; p47phox inh = -4; RBBP9 inhibitor = -9
Results for O=P(O)(Oc1ccccc1)OC(c1ccccc1)C(F)(F)C(F)(F)F (centres undefined) : Ba/F3 V617F tox = 1; Furin inh = -24; BaF3 parental = 8; TbHK1 inh = -7; p97 ATPase inh = 2; PPC-1+TRAIL kill = 16; PGE2 EP2 inh = 0; p47phox inh = 5; RBBP9 inhibitor = -2
Results for Cc1ccc(-n2c(O)c(C=NCCCn3ccnc3)c(=O)[nH]c2=O)cc1 : Ba/F3 V617F tox = 0; Furin inh = -16; BaF3 parental = -6; TbHK1 inh = 4; p97 ATPase inh = 0; PPC-1+TRAIL kill = 3; PGE2 EP2 inh = 5; p47phox inh = 5; RBBP9 inhibitor = 2

Continuation.
SMILES	Ba/F3 V617F tox	Furin inh	BaF3 parental	TbHK1 inh	p97 ATPase inh	PPC-1+TRAIL kill	PGE2 EP2 inh	p47phox inh	RBBP9 inhibitor
O=C(C1c2ccccc2C(=O)N2CCc3ccccc3C12)N1CCC2(CC1)OCCO2 (centres undefined)	-1	-25	4	1	5	14	4	-3	-4
C=CCNC(=S)Nc1ccc(OC(=O)Nc2ccc(Cl)c(Cl)c2)cc1	-5	-6	-11	3	7	0	8	-15	-40
CN1C(=O)N(C)C(=O)C2(Cc3c(ccc4ccccc34)N(C)C2)C1=O	-5	3	1	-9	8	13	4	3	1
Clc1ccc2c(c1)C(OC1CN3CCC1CC3)c1ccccc1CS2 (centres undefined)	-1	-16	5	6	8	12	10	-12	0
Cc1ccc(-c2nn(CCC#N)cc2C(=O)O)cc1C	0	-34	2	2	2	5	7	-2	-11
Fc1ccc(Cn2nnnc2C(c2ccc(F)cc2)N2CC=C(c3ccc(F)cc3)CC2)cc1 (centres undefined)	-1	-19	7	3	6	-9	2	-31	4
CC(=NCCN1CCCCC1)c1c(O)n(-c2ccc(Cl)cc2)c(=O)[nH]c1=O	0	-8[20 µM]	7	-3	0	-2	6	-14	0
Cc1cc(/C=C2\C(=O)NC(=O)N(c3ccc(Cl)cc3)C2=O)c(C)n1-c1sc2c(c1C#N)CCCC2	-3	-11	4	0	4	2	12	-141	-4
CCCCC/C(=N\O)c1c[nH]c2ccccc12	-1	-19[20 µM]	4	-1	2	9	12	-20	0
COc1ccc(S(=O)(=O)NC(CC(=O)N2CCC3(CC2)OCCO3)c2ccco2)cc1 (centres undefined)	4	-10[20 µM]	3	-1	0	2	10	6	0
Brc1ccc2[nH]cc(/C=N/N3CCCCC3)c2c1	-2	-33	0	-6	8	17	15	-12	0
O=c1[nH]c(=O)n(Cc2ccc(F)cc2)c(O)c1C=NCC1CCCO1 (centres undefined)	3	-14	6	20	-3	10	15	4	-4
O=C(c1ccccc1)c1cn(CC(=O)N2CCCC2)c2ccccc12	-2	-10	1	-16	-1	2	13	-3	-10
CCCCCCN1CCN(c2ccc(Cl)cc2)CC1	-3	-11	1	3	1	-12	1	6	0
Cc1cc(C)n2nc(C)[n+](C)c2n1	0	-29	2	0	3	-2	14	-1	0
CCCCC(=O)N/N=C/c1c(O)n(C2CC2)c(=S)[nH]c1=O	-3	5	3	41	6	26	6	-4	-6
CCOP(=S)(OCC)SCC(=O)NC(C)(CC)C(=O)O (centres undefined)	-2	-21[20 µM]	5	4	1	12	9	-7	-8
O=C1NC(=O)C(=Cc2ccc(-c3cc(Cl)ccc3[N+](=O)[O-])o2)C(=O)N1	-2	-18	1	-11	4	12	42*	-20	-7
COc1ccc2c(c1O)[C@]13CCN(C)[C@H](C2)[C@@H]1CCC(=O)C3	-4	14	-4	-1	7	-4	9	-11	-1
N#CC(C#N)=C(N)c1cccnc1	34*	-24	16	-6	3	2	4	-9	-3
CC(=O)N1N=C2C3CCN(CC3)C2C1c1ccccc1 (centres undefined)	-5	-11[20 µM]	6	-2	9	8	8&4	11	-6
CCOC(=O)c1[nH]ncc1CN1CCCC(C(=O)c2cccc(Cl)c2)C1 (centres undefined)	0	-16	-2	0	-5	7	14	-4	-1
COc1ccc(N2CCN(CCCN)CC2)cc1	-1	-17[20 µM]	3	-1	1	x	11	x	-11
CCOC(=O)C1=C(C)OC(N)=C(C(=O)OC)C12C(=O)Nc1ccc(Br)cc12 (centres undefined)	-3	-24	2	0	0	5	4	-8	0
O=P(C(c1ccc2c(c1)OCO2)N1CCOCC1)(N1CCOCC1)N1CCOCC1 (centres undefined)	2	-19	1	5	-1	21	19	6	0
COc1ccccc1N=Nc1c(O)[nH]c(=S)[nH]c1=O	2	-7	14	-10	6	15	10	-94	-6
CCN1CCC2(CC1)NC(CO)(CO)CO2	1	-31[20 µM]	4	4	2	-1	5	-5	-6
OCC12COC3c4ccccc4C(OC1)N32 (centres undefined)	-5	-12	3	2	3	16	0	-4	2
COc1cc(/C=N/n2cnnc2)ccc1OC(=O)N(C)C	1	-19[20 µM]	2	-2	0	0	7	-1	-3
CN1CCC(c2c[nH]c3ccccc23)C1 (centres undefined)	3	-9	-2	-2	-5	20	8	-8	12
O=C(CCC(=O)N1CCC2(CC1)OCCO2)Nc1nnc(C(F)(F)F)s1	-1	-19	1	1	0	-15	9	-3	-1
Cc1cccc(NP(=O)(Oc2ccccc2F)Oc2ccccc2F)c1	0	13	5	35	-2	-2	7	-21	-12
O=C(CN1C(=O)CN=C(c2ccccc2)c2ccccc21)NCc1ccco1	-2	-12[20 µM]	3	0	1	-10	9	-12	-3

Four neighbouring compounds already listed, quoted:
SMILES	Ba/F3 V617F tox	Furin inh	BaF3 parental	TbHK1 inh	p97 ATPase inh	PPC-1+TRAIL kill	PGE2 EP2 inh	p47phox inh	RBBP9 inhibitor
CN1CCC(c2c[nH]c3ccccc23)C1 (centres undefined)	3	-9	-2	-2	-5	20	8	-8	12
O=C(CCC(=O)N1CCC2(CC1)OCCO2)Nc1nnc(C(F)(F)F)s1	-1	-19	1	1	0	-15	9	-3	-1
Cc1cccc(NP(=O)(Oc2ccccc2F)Oc2ccccc2F)c1	0	13	5	35	-2	-2	7	-21	-12
O=C(CN1C(=O)CN=C(c2ccccc2)c2ccccc21)NCc1ccco1	-2	-12[20 µM]	3	0	1	-10	9	-12	-3
